# Source: PubChem (several laboratories)
# PG9 binder = PG9 antibody binding by small molecule | TR-FRET gp120-PG9 antibody binding | AID 624416 | inhibition, % at 6.7 µM | 0.43% of 360,000 active; in the data active means inhibition above about 8.5%
# TCR-CD3 inh = human TCR-CD3 binding inhibition; AID 651800; inhibition, % at 9.4 µM; TAMRA-labeled TCR probe fluorescence, biochemical; 0.37% of 360,000 active; in the data active means inhibition above about 19%;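 further: recombinant mutant TCR 2C K166C tagged with TAMRA read by polarization; 0% = receptor in buffer alone and 100% = receptor with positive control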
# UHRF1 binding = UHRF1 methyl-DNA binding inhibition; Q96T88; UHRF1 binding to methylated oligo, TR-FRET; inhibition, % at 4.4 µM; 0.75% of 370,000 active; in the data active means inhibition above about 21%;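 further: UHRF1 SRA domain binding a hemimethylated CpG hairpin DNA probe; 0% = median of test compound wells and 100% = reference inhibitor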
# LEDGF integ inh = blocks HIV-1 LEDGF/p75-dependent DNA integration | TR-FRET IN-LEDGF/p75 DNA integration, Eu/Cy5 | inhibition, % at 3.7 µM | 0.64% of 370,000 active;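 active means inhibition above the screen-wide mean plus 3 SD, cut at about 13% in these data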;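 further: signal is the Cy5 over europium emission ratio at 671 and 618 nm; 0% = plate median of compound wells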
# PRMT1 FP inh = inhibitors of human PRMT1; AID 652257; 1.3% of 370,000 active; Q99873; recombinant PRMT1, activity-based probe fluorescence polarization; inhibition, % at 2.79 µM;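 active means inhibition above about 21% made by adding two undisclosed values, limit read from the data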
# Target sequence (Q99873 whole entry, looked up): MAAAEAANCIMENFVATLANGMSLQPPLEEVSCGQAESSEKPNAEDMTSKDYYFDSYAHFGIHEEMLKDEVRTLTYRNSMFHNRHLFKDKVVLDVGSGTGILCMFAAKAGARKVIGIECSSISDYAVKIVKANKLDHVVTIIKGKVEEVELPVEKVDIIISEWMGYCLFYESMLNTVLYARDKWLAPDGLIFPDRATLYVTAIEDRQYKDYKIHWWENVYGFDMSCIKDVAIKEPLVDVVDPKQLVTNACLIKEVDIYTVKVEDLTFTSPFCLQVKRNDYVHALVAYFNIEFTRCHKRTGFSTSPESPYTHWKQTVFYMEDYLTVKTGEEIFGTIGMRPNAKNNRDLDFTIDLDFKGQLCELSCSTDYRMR
# Rev-erbA mod = Rev-erb alpha (human) modulation | P20393 | Rev-erbα–FITC-DNA binding, fluorescence polarization, 90 min | activity, % at 10 µM | 0.79% of 370,000 active | AID 1259318;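 active means activity above about 14%, limit read from the data; passing the limit was not always enough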;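 further: 0% = DMSO wells with 35 nM protein and 100% = DMSO wells with 750 nM protein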
# HTRA1 inh = inhibitors of human serine peptidase HTRA1 | Q92743 | recombinant HTRA1, FP-rhodamine activity-based probe, fluorescence polarization | inhibition, % at 5.96 µM | 0.5% of 340,000 active; in the data active means inhibition above about 36%;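 further: 0% = enzyme with DMSO and 100% = wells lacking enzyme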
# rCAG binder = binds r(CAG) RNA repeats. AID 651821. inhibition, % at 3 µM. 1.3% of 370,000 active. r(CAG) RNA repeat, TO-PRO-1 dye displacement fluorescence;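 active means inhibition above the plate cutoff, the mean of all test compounds on that plate plus 3 SD, cut at about 35% in these data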;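 further: 0% = DMSO alone and 100% = 100 µM mitoxantrone as full dye displacement; higher means more dye released from RNA so lower well fluorescence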
# MBD2 inh = inhibitors of human MBD2 binding to methylated oligonucleotide; inhibition, % at 4.4 µM; 0.31% of 370,000 active; TR-FRET; Q9UBB5; in the data active means inhibition above about 13%
# mABHD4 FP = inhibits mouse alpha/beta hydrolase domain 4. Q8VD66. purified mABHD4, FP-Rh probe fluorescence polarization. AID 720543. inhibition, % at 8.92 µM. 0.54% of 370,000 active;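 active means inhibition exceeding the mean over every tested compound plus 3 SD, cut at about 30% in these data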;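 further: 0% = plate median of compound wells and 100% = S159A mutant with DMSO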
# Target sequence (Q8VD66 whole entry, looked up, the tested form may be a part): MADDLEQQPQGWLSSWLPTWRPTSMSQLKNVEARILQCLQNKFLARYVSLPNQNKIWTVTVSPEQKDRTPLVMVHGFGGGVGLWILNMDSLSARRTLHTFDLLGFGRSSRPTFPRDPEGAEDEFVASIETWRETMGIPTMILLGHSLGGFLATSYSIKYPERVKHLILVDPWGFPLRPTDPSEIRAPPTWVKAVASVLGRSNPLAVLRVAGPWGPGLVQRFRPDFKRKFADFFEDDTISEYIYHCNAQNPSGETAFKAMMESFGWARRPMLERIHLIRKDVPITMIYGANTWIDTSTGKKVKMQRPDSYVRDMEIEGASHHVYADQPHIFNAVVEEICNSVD
#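 Test system: mouse ABHD4 enzyme, wild type. Reagent: FP-Rh fluorescent activity-based probe, added after compound pre-incubation. Timing: pre-incubation 45 min, probe exposure 60 min, at 25 °C. Technique: FP readout, ex 525 nm / em 598 nm. Benchmarks: high control S159A mutant with DMSO, low control median of compound wells.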
# The depositor's hits bear a star; nt = not tested or not shown. Not all compounds are listed; rates above refer to the full screens.
SMILES,PG9 binder,TCR-CD3 inh,UHRF1 binding,LEDGF integ inh,PRMT1 FP inh,Rev-erbA mod,HTRA1 inh,rCAG binder,MBD2 inh,mABHD4 FP
COc1cccc(C(=O)NC2CCN(CC(=O)NCc3ccccc3F)CC2)c1,-0.8,-1,0,-6,3,5,4,-6,2,5
CCC(=O)Nc1ccc(Cl)c(NC(=S)NC(C)=O)c1,-0.9,5,1,1,0,-3,2,2,-3,4
Cc1ccccc1CN1C(=O)C(O)(CC(=O)c2ccncc2)c2ccccc21 (stereo not given),-0.9,-4,1,2,-3,-2,-14,1,-1,-3
CN(C)c1cccc(C(=O)NCc2ccccc2Cl)c1,-3.5,1,0,-4,-2,0,-11,3,6,0
Cc1ccc(NC2=C(Cl)C(=O)c3ccccc3C2=O)cc1,-3.4,0,0,-1,3,6,5,-1,1,12
COC(=O)C1CC(C(=O)OC)C2C(C(=O)OC)CC(C(=O)OC)C12 (stereo not given),-1.0,-13,1,-1,-4,3,-5,0,1,5
CCOC(=O)N1CCN(Cc2cn3ccccc3n2)CC1,-2.0,-1,2,-1,2,8,-6,-3,1,9
CC1(C)C=C2[C@H]3CC[C@@H]4[C@@]5(C)CCC(=O)C(C)(C)[C@@H]5CC[C@@]4(C)[C@]3(C)CC[C@@]2(C(=O)O)CC1,0.6,0,-2,-3,0,-3,-6,-2,1,9
CN1C(=O)c2cc(NC(=O)Nc3ccccc3)ccc2OC[C@H]2O[C@@H](CC(=O)NCc3ccc(-c4ccccc4)cc3)CC[C@@H]21,nt,nt,6,3,4,21,nt,17,10,-22
COc1ccc(OC)c(NC(=O)COC(=O)/C=C/c2ccco2)c1,-1.5,-3,15,22*,23*,3,5,15,5,1
CNC(=O)NC(=O)COC(=O)c1ccccc1OCc1ccccc1,-0.9,5,-2,0,-3,-2,-1,-4,-2,0
CCCCc1c(C)nc2nc(SCc3ccc(Cl)cc3)[nH]n2c1=O,-2.0,3,-3,1,1,-1,-7,12,1,-17
CCCn1c(=O)c2c(C(F)(F)F)cc(-c3cccs3)nc2n(CCC)c1=O,0.5,3,0,-1,-2,6,2,-3,2,-7
CCc1ccc(OCC(=O)NNC(=O)CSc2ncnc3sc(C)c(C)c23)cc1,-0.9,-5,2,-1,-1,26*,7,0,0,4
Cc1nc2sc(-c3ccccc3)nn2c(=O)c1Br,0.6,2,1,1,1,2,-1,1,3,-10
N#Cc1ccc(C(=O)N(Cc2ccccc2)c2ccccc2)cc1,-1.3,-1,0,14*,-5,7,-10,-1,-3,-16
Oc1ccc2ccccc2c1/C=N/c1nc2c(s1)CCCC2,2.7,6,-7,0,2,3,0,2,1,4
COc1ccc(-c2cc(C(=O)N3CCCCCC3)c3ccccc3n2)cc1,-2.5,7,0,0,-1,-2,-17,-3,1,-1
CC(=O)Nc1ccc(S(=O)(=O)Nc2ccc(S(=O)(=O)Nc3ncccn3)cc2)cc1,1.0,-3,1,-3,2,4,4,2,0,3
CC1(C(=O)Nc2ccc3c(c2)OCCO3)CN(S(C)(=O)=O)CC(=O)N1CCc1c[nH]c2ccccc12 (stereo not given),0.4,-5,-2,-3,-2,2,nt,7,-1,8
Cc1ccsc1/C=N\NC(=O)Cn1nnc2ccccc21,0.1,-1,-2,1,-2,7,-4,3,-3,0
CCn1cc(C(=O)N2CCc3ccccc32)c(=O)c2cc(S(=O)(=O)N3CCCC3)ccc21,-2.1,-2,-3,0,-3,3,3,2,4,-8
COc1cccc2cc(C(=O)NCc3ccccn3)c(=O)oc12,2.3,-2,0,3,6,2,3,6,5,-8
CCc1cccc(NS(=O)(=O)c2c(C)n[nH]c2C)c1,-0.6,-3,6,-10,-2,-3,0,6,10,-5
O=C(COc1cccc(F)c1)Nc1nc(-c2ccccn2)cs1,-0.7,-6,-1,12,8,-8,13,10,0,-5
CCc1ccc(C(=O)NNC(=O)c2n[nH]c(=O)c3ccccc23)cc1,-0.9,-3,3,5,1,-4,6,2,0,-7
COc1ccc(Cn2c(=O)[nH]c3cc(C(=O)NCCc4ccc(S(N)(=O)=O)cc4)ccc3c2=O)cc1,-0.1,1,2,-4,2,-1,-8,9,0,-10
C=CCn1c(SCC(N)=O)nc2nc3c(cc2c1=O)COC(C)(C)C3,-0.8,-6,-2,-3,-1,-1,6,-2,0,10
Cc1cc(C)c(NC(=O)CSc2ccc(-c3cccnc3)nn2)c(C)c1,0.1,3,0,-6,23*,-3,2,-2,1,1
N/C(=N\OC(=O)c1cccnc1)c1ccc(Cl)cc1Cl,-4.2,-1,1,1,-1,0,-1,0,3,1
CCCCNCc1nc2ccccc2c(=O)[nH]1,-1.1,-10,3,-6,7,7,1,3,4,-12
Cc1nnc(SCc2cc([N+](=O)[O-])cc3c2OCOC3)n(N)c1=O,0.2,-4,-1,-1,-6,3,7,-1,-1,-5
CC(C)Cn1c(SCC(=O)N2CC(=O)Nc3ccccc32)nc2ccccc21,0.9,3,-2,-1,0,-4,-3,-1,2,2
O=S(=O)(NCc1cc(-c2ccccc2)no1)c1ccccc1Cl,-1.3,0,-1,1,0,-4,-1,1,2,-2
CCCC1CCc2[nH]nc(C(=O)NN)c2C1 (stereo not given),-1.8,1,0,-2,0,-6,-5,1,-1,10
Brc1ccc(CN2C3=NCCCN3c3ccccc32)cc1,1.3,-6,0,2,-2,-4,-1,7,-7,9
C=CCN(CC#Cc1cccnc1)Cc1ccc(OC)cc1OC,nt,nt,-1,-1,0,-4,nt,-3,0,4
CCOC(=O)c1ccc(S(=O)(=O)NNC(=O)COc2ccccc2C)cc1,0.0,4,-2,4,-4,7,-1,2,1,0
O=C(O)/C=C\c1ccccc1Oc1ccc(F)cc1,-2.4,5,-4,2,-2,-4,-9,1,3,0
COC(=O)C1(CCSC)NC(c2ccc(OC)cc2OC)C2C(=O)N(c3cccc(C(C)=O)c3)C(=O)C21 (stereo not given),-1.9,-5,2,-1,-3,4,0,-4,7,-6
C/C=C/C=N/Nc1nc(C)cc(=O)[nH]1,-0.7,-2,0,-3,4,3,-2,-2,9,-5
CCC1CCCCN1CCCNC(=O)CCCOc1cc(=O)n(C)c2ccccc12 (stereo not given),-0.5,-1,3,1,-1,-1,6,4,-5,3
Cc1nc(-[n+]2nc(-c3ccncc3)nn2-c2ccccc2)sc1C,-1.3,-2,12,-6,1,-36,nt,1,0,16
CN(Cc1ccccc1)C(=O)c1ccccc1C(=O)O,-2.6,1,3,2,1,1,2,-1,-4,2
Cc1cccc(NC(=O)c2cc3c(=O)n4ccccc4nc3n(CC(C)C)c2=N)c1,-0.3,-1,5,-5,7,-4,-11,-1,7,-9
COCCCN1C(=O)/C(=C\c2cccs2)C(C(=O)OC)=C1C,-2.4,2,-4,3,-2,2,-2,-1,-7,3
Nc1c(-c2cccs2)cnn1-c1nc(-c2ccc(F)cc2)cs1,0.1,2,0,0,1,-1,-3,1,0,0
Cc1ccc(CNC(=O)c2cc(=O)c3ccc(C)cc3o2)cc1,1.4,-6,3,4,8,2,-23,-2,-2,6
CCN(C[C@H]1N[C@@](C)(C(=O)OC)[C@H]2C(=O)N(Cc3ccccc3)C(=O)[C@@H]12)C(=O)Nc1ccc(Cl)cc1,-1.0,-1,0,5,1,-1,0,0,1,-11
COc1cccc(N(C(=O)c2snc(C(N)=O)c2N)C(C(=O)NCc2ccccc2)c2ccc(O)cc2)c1 (stereo not given),0.9,-4,-2,1,-2,3,-35,8,2,-21

# More entries:
SMILES,PG9 binder,TCR-CD3 inh,UHRF1 binding,LEDGF integ inh,PRMT1 FP inh,Rev-erbA mod,HTRA1 inh,rCAG binder,MBD2 inh,mABHD4 FP
CCn1nc(C)cc1-c1nnc(SCC(=O)Nc2ccccc2)n1CCCOC,0.3,-7,-2,-5,2,-1,8,-9,3,1
Cc1c(CCC(=O)NCCC(=O)O)c(=O)oc2c(C)c3oc4c(c3cc12)CCCC4,2.6,5,1,-1,1,0,-3,42*,2,-16
O=C(O)c1cc(NS(=O)(=O)c2ccc(N3CCOCC3)c([N+](=O)[O-])c2)cc(C(=O)O)c1,-0.2,2,1,0,-1,-1,2,2,-2,8
CCOC(=O)C1C(=O)C=C(c2cccs2)CC1c1ccccc1 (stereo not given),-1.1,5,-1,7,-4,-5,3,-3,5,-9
O=C(N/N=C/c1ccncc1)c1cc(Br)ccc1OCc1ccccc1,-3.9,4,0,1,-3,-5,-10,0,1,11
O=C(CNS(=O)(=O)c1ccc(Br)s1)N1CCN(c2ccccn2)CC1,nt,nt,-1,-1,-1,-3,nt,0,0,5
CC1CCC(=NNC(=O)Cc2cccn2C)CC1 (stereo not given),-1.0,-2,-4,4,-3,-6,2,2,2,-2
COc1cc(C(=O)C(=O)c2cc(OC)c(O)c(OC)c2)cc(OC)c1O,-2.7,5,1,-1,-1,-2,7,0,-6,1
CCOc1cc(CNc2ccc3[nH]c(=O)[nH]c3c2)ccc1OCC(=O)NC(C)(C)C,-4.3,-1,-2,-1,10,1,2,-7,-3,9
N#Cc1ccc(/C=C/C(=O)c2ccc3c(c2)OCO3)cc1,1.1,8,26*,2,-5,-2,-20,3,-2,-1
CNC(=O)C1CC(=O)N(c2ccc(C)cc2)C1 (stereo not given),1.3,1,1,-1,3,-3,5,-2,3,-1
CSc1ccccc1OCc1cc(C(=O)N2CCN(c3ccccc3)CC2C)no1 (stereo not given),-0.8,-3,2,-2,3,-8,-14,1,1,-9
CC(=O)Nc1cccc(-n2nnc(SCC(=O)N(C)c3ccccc3)n2)c1,0.9,-4,1,0,2,-3,-5,-4,2,-5
CC1(Cc2cn(CCC#N)c3ccccc23)OCCO1,0.7,-1,7,1,1,-2,-4,-3,3,3
COc1cccc(C(=O)Nc2ccc3c(c2)C(=O)NC3=O)c1,2.6,7,0,3,0,3,-36,4,-3,4
CCOc1cc(S(=O)(=O)NCc2ccc3c(c2)OCO3)c(C)cc1C,-1.3,2,-4,1,0,7,-24,-3,-1,-9
Cc1cccc(Nc2nc(N)c([N+](=O)[O-])c(NCc3ccccc3)n2)c1,-0.2,4,-1,2,-5,2,nt,16,-5,-31
CN[C@H]1C[C@H]2c3[nH]c4c(-c5ccccc5)cccc4c3CCN2C(=O)[C@H]1[C@H](C)O,-0.9,2,1,-2,6,-3,nt,1,-1,14
COc1ccc(C(c2nnnn2CCc2ccccc2)N2CCN(C3CCCC3)CC2)cc1OC (stereo not given),0.8,3,3,2,0,-1,4,-7,-1,7
O=C(CSc1nc(-c2ccco2)cc(C(F)(F)F)n1)NC1CCCCCCC1,0.5,-4,-3,-4,-2,25*,-7,-1,-3,1

# Entries of single compounds from above. Values in the order: PG9 binder | TCR-CD3 inh | UHRF1 binding | LEDGF integ inh | PRMT1 FP inh | Rev-erbA mod | HTRA1 inh | rCAG binder | MBD2 inh | mABHD4 FP
# Oc1ccc2ccccc2c1/C=N/c1nc2c(s1)CCCC2 is entered as 2.7 | 6 | -7 | 0 | 2 | 3 | 0 | 2 | 1 | 4
# O=C(O)/C=C\c1ccccc1Oc1ccc(F)cc1 is entered as -2.4 | 5 | -4 | 2 | -2 | -4 | -9 | 1 | 3 | 0
# O=C(O)c1cc(NS(=O)(=O)c2ccc(N3CCOCC3)c([N+](=O)[O-])c2)cc(C(=O)O)c1 is entered as -0.2 | 2 | 1 | 0 | -1 | -1 | 2 | 2 | -2 | 8
# Cc1ccc(NC2=C(Cl)C(=O)c3ccccc3C2=O)cc1 is entered as -3.4 | 0 | 0 | -1 | 3 | 6 | 5 | -1 | 1 | 12
# N#Cc1ccc(C(=O)N(Cc2ccccc2)c2ccccc2)cc1 is entered as -1.3 | -1 | 0 | 14* | -5 | 7 | -10 | -1 | -3 | -16
